HP1b binding inh – blocks HP1-beta chromodomain binding to methylated histone tails; P83916; AlphaScreen HP1-beta / biotin-H3K9me3 peptide binding; Potency, µM (series often up to 114 µM), for inactives: top-dose activity change, negative = inhibition, actives largely listed as inhibitors; hit rate 0.56% among 390,000; note: potency is the fitted concentration of half-maximal effect; nearly all actives have a fitted effect of over 70% in size; inactives centre near 23
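Compound inhibition of the preformed complex between 50 nM HP1-beta and 50 nM biotinylated H3K9me3 peptide was read by AlphaScreen. Buffer was PBS pH 7.4 with 0.01% Tween-20. Incubations ran 30 min at room temperature, with 10 ug/mL donor/acceptor beads.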
JMJD2A Tudor inh – inhibitors of human JMJD2A Tudor domain | O75164 | AlphaScreen JMJD2A-Tudor / H3K4me3 peptide binding | Potency, µM (highest dose often 114 µM), for the others: top-dose activity change, negative = inhibition, actives largely listed as inhibitors | hit rate 4.4% among 390,000; note: potency is the fitted concentration of half-maximal effect; % is set by controls: 0 for no effect and ±100 for the full control effect; nearly all actives have a fitted effect of over 50% in size
GLS inh – inhibitors of human glutaminase (GLS). AID 624170. hit rate 0.21% among 410,000. GLS enzymatic activity, qHTS titration. O94925. Potency, µM (series often up to 45.5 µM), for the others: at the top dose activity change, negative = inhibition, most hits filed as inhibitors; note: potency is the fitted concentration of half-maximal effect; % is set by controls: 0 for no effect and ±100 for the full control effect
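Read-out is an Amplex red fluorescence increase coupled through glutamate oxidase and HRP, measured before and after 30 min room-temperature incubation. hKGA is in 45 mM KH2PO4 (pH 8.2) with 0.02% Tween-20; glutamine added as 1mM solution.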
Tb PGK inh – T. brucei PGK inhibition; PGK/GAPDH coupled, Kinase-Glo luminescence, 60 min; Potency, µM (titrated, usually from 57.5 µM), without a hit: at the highest dose activity change, negative = inhibition, most hits filed as inhibitors; hit rate 0.043% among 380,000; AID 602233; note: potency is the fitted concentration of half-maximal effect; % is set by controls: 0 for no effect and ±100 for the full control effect; nearly all actives have a fitted effect of over 60% in size
Target sequence (P07378 whole entry, looked up): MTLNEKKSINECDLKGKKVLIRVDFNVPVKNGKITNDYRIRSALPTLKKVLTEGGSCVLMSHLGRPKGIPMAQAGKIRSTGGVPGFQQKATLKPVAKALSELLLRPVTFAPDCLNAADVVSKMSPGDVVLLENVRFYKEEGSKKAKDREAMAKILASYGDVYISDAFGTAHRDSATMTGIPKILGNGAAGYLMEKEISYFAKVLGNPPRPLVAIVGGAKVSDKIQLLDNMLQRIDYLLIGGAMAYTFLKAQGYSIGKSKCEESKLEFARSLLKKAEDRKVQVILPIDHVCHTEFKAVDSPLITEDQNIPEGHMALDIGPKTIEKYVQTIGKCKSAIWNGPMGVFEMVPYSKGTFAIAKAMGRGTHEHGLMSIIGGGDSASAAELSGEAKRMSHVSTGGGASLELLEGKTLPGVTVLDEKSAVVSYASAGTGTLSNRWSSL
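Recombinant glycosomal PGK reaction used 1,3-bisphosphoglycerate generated in-well by GAPDH (100nM final) in 100mM TEA pH 7.6, 5mM MgCl2, 0.01% Tween-20. After 60 minutes at room temperature, ATP was read by Kinase-Glo Plus luminescence end-point.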
Pin1 inhibitor – human Pin1 inhibition; hit rate 0.009% among 390,000; AID 504891; Pin1 FP peptide displacement, HiFluor488, 10 min; Potency, µM (top dose mostly 115 µM), without a hit: top-dose activity, negative = inhibition, usual class: inhibitors; active = well fitted inhibition curve with a large enough effect in the polarisation, with a control signal flat, not every such curve was filed as active; inconclusive = small, poorly fitted or top-dose-only effect, or effect the other way, or a change in a side signal; inactive = no such curve, though single readings can be large or run the other way; the % refers to the polarisation; note: potency is the fitted concentration of half-maximal effect; % is set by controls: 0 for no effect and ±100 for the full control effect
Target sequence (Q13526 whole entry, looked up): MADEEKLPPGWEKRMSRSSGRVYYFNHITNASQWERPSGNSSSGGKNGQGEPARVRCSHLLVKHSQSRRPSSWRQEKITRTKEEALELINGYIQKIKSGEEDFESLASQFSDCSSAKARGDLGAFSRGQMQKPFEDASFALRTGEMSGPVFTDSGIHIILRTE
ERG Ets-DNA blk – inhibitors of human ERG Ets domain-DNA interaction. Potency, µM (titrated, usually from 76.9 µM), for the others: top-dose FP activity, negative = inhibition, actives largely listed as inhibitors. AID 624246. hit rate 0.028% among 370,000. P11308. fluorescence polarization, His-ERG Ets domain / labelled DNA; active = well fitted inhibition curve with a large enough effect in the polarisation, with a control signal flat; inconclusive = small, poorly fitted or top-dose-only effect, or effect the other way, or a change in a side signal; inactive = no such curve, though single readings can be large or run the other way; the % refers to the polarisation;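 note: polarization taken with two DNA probes labelled with fluorescein and Texas red; potency is the fitted concentration of half-maximal effect; % of control where 0% means no effect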
Target sequence (P11308 whole entry, looked up, the tested form may be a part): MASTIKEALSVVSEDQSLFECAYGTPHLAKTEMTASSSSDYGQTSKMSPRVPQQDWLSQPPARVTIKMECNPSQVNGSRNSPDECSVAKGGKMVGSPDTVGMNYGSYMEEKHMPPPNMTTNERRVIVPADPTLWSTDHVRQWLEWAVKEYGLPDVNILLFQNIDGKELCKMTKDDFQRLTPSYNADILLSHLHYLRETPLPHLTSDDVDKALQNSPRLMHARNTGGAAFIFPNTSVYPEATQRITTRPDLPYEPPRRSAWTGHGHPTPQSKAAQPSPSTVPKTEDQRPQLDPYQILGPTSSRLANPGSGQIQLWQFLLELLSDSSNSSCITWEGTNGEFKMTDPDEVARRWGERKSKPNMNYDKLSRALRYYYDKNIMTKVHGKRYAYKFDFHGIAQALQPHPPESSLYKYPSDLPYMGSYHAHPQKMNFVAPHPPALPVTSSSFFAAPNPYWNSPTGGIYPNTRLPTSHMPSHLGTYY
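His-tagged ERG Ets domain (1 uM in the protein solution; 300mM KCl, 50mM Tris-HCl, 1mM EDTA, 1mM DTT, pH 7.5) received compound, then a probe mix of 5 nM fluorescein-DNA and 100nM Texas-615-DNA. Fluorescence polarization was read for both dyes.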
BAZ2B block – BAZ2B (human) inhibition. AlphaScreen BAZ2B-H3K14Ac peptide displacement. Potency, µM (series often up to 114 µM), for the others: at the top dose activity change, negative = inhibition, hits mostly inhibitors. hit rate 4.4% among 360,000; note: potency is the fitted concentration of half-maximal effect; % is set by controls: 0 for no effect and ±100 for the full control effect; nearly all actives have a fitted effect of over 60% in size
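Compounds, titrated to a top concentration of 110 uM, were incubated 30 min at room temperature with preformed BAZ2B/acetyl-K14 H3 peptide complex (50 nM each). Proximity signal was measured by AlphaScreen after 20 min with beads.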
G9a block – inhibitors of human histone lysine methyltransferase G9a; hit rate 8.8% among 350,000; AID 504332; Potency, µM (highest dose often 102 µM), for inactives: at the highest dose activity, negative = inhibition, most hits filed as inhibitors; G9a H3K9 monomethylation, AlphaScreen, 2 h; Q96KQ7; note: potency is the fitted concentration of half-maximal effect; % is set by controls: 0 for no effect and ±100 for the full control effect; nearly all actives have a fitted effect of over 75% in size
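Enzyme 20 nM + cpd, 15 min RT; add b-H3K9 pep 500 nM / SAM 20 uM; 2 h RT; anti-H3K9me1 Ab 0.5 ug/mL + SA donor / anti-rabbit acceptor beads 20 ug/mL each, 10 min; AlphaScreen read.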
PI4K2A block – PI4K2A (human) kinase inhibition. purified PI4K2A, ADP-Glo luminescence, 1 h; stronger effect = lower value. activity change, negative = inhibition, % at 76.9 µM. AID 1346378. hit rate 0.13% among 420,000; in the data active = activity change below about -50%; inconclusive = mostly about -30% to -49%;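 note: -100% = wells without enzyme as full effect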
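ADP-Glo luminescence measured ADP generated by PI4K2A enzyme (4 ug/mL before mixing) with 1.2 mM PI substrate (pre-mix) and 300 microM ATP (pre-mix). Tris pH7.5 buffer with MgCl2, Triton X-100; 1 h reaction at ambient temperature.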
* = called active by the depositor; i = inactive; ? = inconclusive; nt = no result given; [ ] = remark or other dose. Unless noted, calls come from the whole dose curve; as a rule, active = well fitted curve in the direction sought with a large enough effect; inconclusive = small, poorly fitted or top-dose-only effect, or another doubt; inactive = no such curve, though single readings can be large; an effect the other way counts as inactive or inconclusive.

HP1b binding inh,JMJD2A Tudor inh,GLS inh,Tb PGK inh,Pin1 inhibitor,ERG Ets-DNA blk,BAZ2B block,G9a block,PI4K2A block,mol
0%,-11%,-1%,-7%,-1%,-4%,-12%,8.9µM*,7,Cc1cccc(OCC(=O)NN2C(=O)C3C4C=CC(O4)C3C2=O)c1 (centres undefined)
30%,-13%,0%,i,-6%,4%,2%,8%[59 µM],-1,CCc1ccc(NC(=O)c2ccc3nc(N)sc3c2)cc1
17%,-27%,?,-9%,-10%,nt,?,?,-1,COc1cc(S(=O)(=O)N2CCCCCC2)ccc1-n1cnnn1
43%[activator],-9%,6%,-10%,-11%,12%,-19%,-1%,-4,O=C(O)CCCn1cc(NC(=O)COc2ccc(F)cc2F)cn1
41%[activator],3%,0%,8%,-1%,8%,18%,?,5,Cc1ccc(CNC(=O)CNS(=O)(=O)c2ccc3nc(C)sc3c2)cc1
31%,-6%,-2%,1%,3%,-5%,-3%,8%[0.501 µM],-1,COc1cccc(NC(=O)CN(C)C(=O)Cn2[nH]c(=O)c3ccccc3c2=O)c1
23%,-23%,-7%,-6%,-1%,-1%,?,-41%[12.7 µM],-2,CN(C(=O)CN1CCC(NC(=O)C2CCCCC2)CC1)C1CCCCC1
19%,-14%,3%,-1%,18%,3%,-17%,-29%,8,CC(=O)c1ccc(NC(=O)COC(=O)C2CCN(S(=O)(=O)c3cccs3)CC2)cc1
39%,5%,-7%,-6%,-1%,1%,-3%,9%[12.7 µM],2,CC(=O)Nc1ccc(NC(=O)C(C)OC(=O)C2(c3ccccc3F)CCCC2)cc1 (centres undefined)
40%[activator],1%,-15%,-7%,-1%,-13%,-2%,-1%[59 µM],9,CC(C)n1cc(C(=O)NC2CC(C)(C)Cc3c2cnn3-c2ccccc2)cn1 (centres undefined)
1%,-5%,5%,-6%,4%,-3%,2%,-1%,-1,CCOC(=O)Cc1nc2cc(Cl)ccc2o1
38%[activator],3%,7%,-2%,?,11%,6%,?,-4,N#Cc1c(-c2cccnc2)c2c([nH]c1=O)-c1ccccc1OC2
81%[activator],?,-3%,i,4%,2%,nt,nt,-9,C#CCOCCOCCOCCNc1nc(N2CCN(C(=O)[C@H](CCCN=C(N)N)n3cc(C(N)[C@H](C)CC)nn3)CC2)nc(N2CCN(C(=O)[C@H](CC(N)=O)n3cc(C(N)[C@@H](C)CC)nn3)CC2)n1 (some centres undefined)
37%,-2%,-13%,-2%,9%,6%,1%,nt,2,CC(C)(C)c1ccc(-c2nnc(N)o2)cc1
54%[activator],9%,5%,-2%,2%,1%,2%,21%[12.7 µM],5,COC(=O)c1ccc(Cc2ccccc2)o1
28%,-12%,4%,-6%,-4%,0%,-28%,?,-1,COc1ccc2[nH]c(C(=O)O)c(CCC(=O)O)c2c1
28%,-13%,-8%,-4%,3%,0%,-16%,-8%[12.7 µM],5,Cc1ccc(-n2nc(C)c3nc(CCC(=O)Nc4cccc(F)c4)c(=O)n(C)c32)cc1
8%,-25%,9%,-6%,-8%,-7%,-31%,-105%,-3,O=C(NCCCl)Nc1ccccc1OCCOc1ccccc1NC(=O)NCCCl
32%,-7%,8%,-6%,1%,-1%,3%,5%[59 µM],3,CC1=C(C(=O)OC2CCCC2)C(c2c(F)cccc2Cl)CC(=O)N1 (centres undefined)
25%,-5%,-6%,-6%,-3%,-1%,0%,6%[59 µM],5,CC(=O)N1c2c(cc(Br)cc2S(=O)(=O)NCc2ccccc2Cl)CC1C (centres undefined)
15%,-2%,-7%,-10%,2%,-1%,-1%,11%,-5,Cc1ccc(-c2cc(C(=O)N3CCOCC3)no2)cc1
36%[activator],-16%,5%,-7%,-3%,27%,4%,-8%[59 µM],-5,O=C(Cn1c(=O)oc2cc(S(=O)(=O)N3CCCC3)ccc21)N1CCN(c2ccccn2)CC1
20%,-6%,-3%,-12%,-7%,4%,-4%,-6%,2,COc1ccc(Cl)cc1NC(=O)CSc1nc(C)cc(C)n1
30%[57 µM],-3%,-2%,-5%,6%,-5%,5%,3%[59 µM],1,CC(C)(C)c1ccc(C(=O)NCCc2csc(-c3ccc(Cl)cc3)n2)cc1
37%,-3%,0%,-7%,-11%,-15%,-19%,28%,0,CN(CCc1cnn(C)c1)Cc1cn(C)nc1-c1ccc2c(c1)OCCO2
0%,-36%,4%,-10%,-3%,2%,-11%,11%[2.33 µM],-1,COc1cc(C)c(NC(=O)c2cc(C3CC3)nc3c2cnn3C(C)C)cc1OC
12%,-16%,5%,5%,-9%,-3%,-18%,5%[59 µM],-2,CSc1ccc(CN(C)CC(=O)NC(C)c2ccccc2)cc1 (centres undefined)
18%,-21%,-2%,-1%,-6%,nt,9%,22%[12.7 µM],-5,CC(=O)Nc1ccc(S(=O)(=O)NC(CC(=O)NCCc2ccccc2)C(C)C)cc1 (centres undefined)
9%,-14%,-9%,i,-8%,-7%,-27%,-2%,6,CCCOP(=O)(c1ccc(N(C)C)cc1)C(O)c1ccc(Br)cc1 (centres undefined)
1%,-10%,1%,-7%,1%,1%,0%,-22%,-2,Cc1noc(C)c1COc1cccc(C(=O)OCC(=O)NCCN2C(=O)CSC2=O)c1

Entries above that bear a hit mark in G9a block.
HP1b binding inh,JMJD2A Tudor inh,GLS inh,Tb PGK inh,Pin1 inhibitor,ERG Ets-DNA blk,BAZ2B block,G9a block,PI4K2A block,mol
0%,-11%,-1%,-7%,-1%,-4%,-12%,8.9µM*,7,Cc1cccc(OCC(=O)NN2C(=O)C3C4C=CC(O4)C3C2=O)c1 (centres undefined)

(continued)
HP1b binding inh,JMJD2A Tudor inh,GLS inh,Tb PGK inh,Pin1 inhibitor,ERG Ets-DNA blk,BAZ2B block,G9a block,PI4K2A block,mol
52%[activator],-4%,-12%,-9%,3%,5%,11%,22%[59 µM],3,CCC(C)[C@H]1CN=C(N)N1CCc1cc(C(F)(F)F)cc(C(F)(F)F)c1 (some centres undefined)
29%,-12%,-10%,6%,-1%,-1%,4%,3%[59 µM],-3,COCC(=O)N1c2nc(C(C)C)nn2C2(CCCCC2)[C@@H]2CCCC[C@@H]21
-8%,?,37%[activator],-10%,?,-3%,?,45µM*,-15,C/C(CC(=O)Nc1ccc(N(C)C)cc1)=N\NC(=O)Cc1csc(N)n1
22%,-15%,0%,-10%,20%,0%,-30%,?,-8,O=C(NCc1ccc(Cl)cc1)c1cc(-c2cccs2)on1
23%,-16%,4%,-2%,23%,4%,-3%,-2%[59 µM],1,CCOc1ccc2c(c1)c(=O)c(S(=O)(=O)c1ccc(C)cc1)cn2Cc1ccccc1Cl
31%,-2%,-2%,3%,-2%,9%,4%,-26%[59 µM],-3,CCn1c(NCc2ccco2)nc2c1c(=O)n(C)c(=O)n2C
12%,?,7%,-6%,31%[activator],2%,14%,50µM*,-2,N#Cc1ccccc1S(=O)(=O)N1CCN(c2nc(-c3cccnc3)nc3ccccc23)CC1
20%,-10%,7%,-3%,-5%,15%,-11%,nt,-3,Cc1ccc(C)c(S(=O)(=O)N2CCCOC2CNC(=O)C(=O)NCc2ccccn2)c1 (centres undefined)
4%,?,-1%,3%,6%,2%,?,?,2,CC(C)c1ccc(CN(Cc2ccco2)c2cnc(S(C)(=O)=O)nc2C(=O)Nc2ccccc2)cc1
18%,-6%,15%,5%,2%,-14%,10%,18%[59 µM],11,C=CCN(C(=O)COc1ccccc1)c1nnc(-c2ccncc2)s1
26%,-18%,0%,i,0%,14%,-7%,nt,1,COc1cccc(N2CCN(C(=O)C3CCC(=O)N(C4CCCCCC4)C3)CC2)c1 (centres undefined)
26%,-12%,0%,-4%,2%,4%,-9%,-41%[12.7 µM],1,C=C(C)CN(CC)C(=O)CSc1ccc(S(=O)(=O)N2CCN(Cc3ccccc3)CC2)cn1
18%,0%,0%,-10%,3%,-2%,4%,34%,8,O=C(/C=C/c1cccc(F)c1)N1CCN(c2ccccn2)CC1
16%,-14%,15%,i,2%,-2%,-9%,6%[59 µM],-4,CC1(C)CC2(C)Nc3ccccc3N2C(=S)N1 (centres undefined)
9%,-14%,-5%,-16%,5%,0%,-5%,23%[12.7 µM],-3,COc1ccccc1NC(=O)COc1ccccc1C(=O)Nc1ccccc1
46%[activator],-10%,-11%,-7%,-4%,-8%,-2%,-1%[59 µM],6,Cc1cc(NC(=O)COc2cccc(C)c2C)no1
12%,-12%,1%,i,6%,9%,-13%,-22%,-1,Cc1cc(C)c2c(NC(=O)CCl)nn(C)c2n1
19%,-17%,6%,-2%,3%,-1%,10%,-40%,0,CCn1c(SCC(=O)Nc2ccc(OC)c(S(=O)(=O)N3CCCCC3)c2)nnc1C1CC1
37%,-6%,-12%,-8%,2%,-30%,-26%,11%,2,CC(=O)c1ccccc1OCC(O)Cn1ccnc1 (centres undefined)
12%,-15%,1%,-3%,0%,-4%,-4%,-10%[59 µM],8,O=C(COc1ccc(S(=O)(=O)N2CCOCC2)cc1)N1CCOCC1
15%,4%,8%,-6%,-8%,0%,-3%,50%[12.7 µM],0,CC(C)CCSc1ncnc2c1oc1nc3c(cc12)COC(C)(C)C3
13%,-1%,-20%,-6%,-1%,-10%,-7%,-6%,-1,CC1(C)CC(NCc2ccncc2)CC(C)(C)N1
40%[activator],3%,1%,0%,11%,-3%,3%,12%,3,CC(=O)Cn1cnc2sc(-c3ccccc3)cc2c1=O

From PubChem BioAssay

The order is random, and some 11% of all compounds hit somewhere here.
